AmpC detergent: AmpC beta-lactamase inhibition with detergent present; 370,000 compounds, 0.041% hits; AmpC hydrolysis of nitrocefin, absorbance 480 nm, 0.01% Triton; P00811; Potency, µM (top dose mostly 114 µM), without a hit: top-dose activity change, negative = inhibition, usual class: inhibitors; AID 485294;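 also: potency is read from the fitted curve at half-maximal effect; 0% = no-compound wells and -100% = no-enzyme wells; nearly all actives have a fitted effect of over 25% in size; some results filed as inactive show a strong effect at the top dose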
Target sequence (P00811 whole entry, looked up): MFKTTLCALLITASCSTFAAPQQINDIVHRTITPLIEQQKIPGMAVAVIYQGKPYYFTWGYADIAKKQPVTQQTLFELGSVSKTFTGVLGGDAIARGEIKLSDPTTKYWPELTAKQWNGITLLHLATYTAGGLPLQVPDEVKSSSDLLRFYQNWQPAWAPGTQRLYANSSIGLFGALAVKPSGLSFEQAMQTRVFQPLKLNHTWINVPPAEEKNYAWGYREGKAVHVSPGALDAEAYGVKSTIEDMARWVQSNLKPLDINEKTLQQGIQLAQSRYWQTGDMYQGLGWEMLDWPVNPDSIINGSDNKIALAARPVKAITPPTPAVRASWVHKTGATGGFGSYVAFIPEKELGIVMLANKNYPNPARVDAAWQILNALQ
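AmpC (5.3 nM in the dispensed reagent) in 20 mM phosphate pH 7.0 with 0.01% (detergent screen) or 0.0001% Triton X-100 was preincubated with compounds for 15 min at room temperature. Nitrocefin was then added from an 800 uM solution, and hydrolysis was followed at 480 nm.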
Sm TGR block: blocks Schistosoma mansoni thioredoxin glutathione reductase; Q962Y6; purified TGR, DTNB reduction, TNB absorbance 405 nm; Potency, µM (highest dose often 114 µM), without a hit: at the top dose activity change, negative = inhibition, hits mostly inhibitors; 360,000 compounds, 3% hits; AID 485364; also: potency is read from the fitted curve at half-maximal effect; nearly all actives have a fitted effect of over 60% in size
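First, TGR (20 nM dispensed) and NADPH were mixed with compound. Second, a 15 min room-temperature incubation followed. Third, further NADPH and then DTNB were added to start the reaction. Finally, TNB absorbance was monitored kinetically.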
HCMV antiviral: blocks human cytomegalovirus replication | HFF cells, HCMV-luciferase reporter, 72 h; active compounds read low | activity change, negative = inhibition, % at 57.5 µM | 410,000 compounds, 4.5% hits; in the data active = activity change below about -60%; inconclusive = no clear call, values can overlap the other calls; inactive = above about -39%
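Cell-based, HFFs, 1000 cells/well, 16 h 37C; cpds in DMSO + HCMV-luc, MOI 1 PFU/cell; 72 h 37C; OneGlo luminescence after 5 min RT; norm. to buffer vs Salinomycin 10uM.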
AmpC no deterg: AmpC beta-lactamase inhibition without detergent. Potency, µM (top dose mostly 57.1 µM), without a hit: top-dose activity change, negative = inhibition, hits mostly inhibitors. 330,000 compounds, 0.52% hits. AmpC nitrocefin hydrolysis, absorbance 480 nm, 0.0001% Triton. AID 485341;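 also: potency is read from the fitted curve at half-maximal effect; plate controls were no compound for no effect and no enzyme for full effect; nearly all actives have a fitted effect of over 20% in size; some results filed as inactive show a strong effect at the top dose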
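20 mM phosphate pH 7.0 + 0.01% (detergent screen) or 0.0001% Triton X-100; 5.3 nM AmpC reagent; cpd preinc 15 min RT; nitrocefin (800 uM stock) to start; A480 q20 s × 4 min; Activity was normalised to no-enzyme and no-compound control wells.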
FBPA Giardia inh: blocks Giardia fructose-bisphosphate aldolase activity | A8B2U2 | purified Giardia FBPA | Potency, µM (titrated, usually from 59.6 µM), for inactives: top-dose activity, negative = inhibition, most hits filed as inhibitors | 290,000 compounds, 0.71% hits; also: potency is read from the fitted curve at half-maximal effect; nearly all actives have a fitted effect of over 55% in size
Target sequence (A8B2U2 whole entry, looked up): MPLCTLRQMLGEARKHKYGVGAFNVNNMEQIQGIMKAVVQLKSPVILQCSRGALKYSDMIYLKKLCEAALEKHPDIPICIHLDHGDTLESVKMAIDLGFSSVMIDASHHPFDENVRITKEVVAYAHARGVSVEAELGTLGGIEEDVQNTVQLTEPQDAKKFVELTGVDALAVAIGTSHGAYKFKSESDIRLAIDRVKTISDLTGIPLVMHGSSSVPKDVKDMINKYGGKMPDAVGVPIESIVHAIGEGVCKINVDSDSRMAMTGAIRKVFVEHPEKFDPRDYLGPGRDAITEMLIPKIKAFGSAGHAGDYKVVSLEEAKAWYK
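40 nM FBPA preincubated 10 min at RT with compound (up to 57.5 uM final), then substrate plus GAPDH/TPI/NAD/arsenate coupling and diaphorase/resazurin added. Fluorescence read after 20 min at RT, 525/598 nm.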
AMA1 RON2 block: disrupts binding of P. falciparum AMA1 to RON2. 360,000 compounds, 0.2% hits. Potency, µM (highest dose often 58.2 µM), without a hit: top-dose activity change, negative = inhibition, most hits filed as inhibitors. AlphaScreen AMA1-biotinylated RON2 peptide binding;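 also: potency is read from the fitted curve at half-maximal effect; 0% = vehicle wells and -100% = peptide control; nearly all actives have a fitted effect of over 45% in size; some results filed as inactive show a strong effect at the top dose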
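AMA1 (3D7) with his tag at 25 nM final met compounds first, then biotinylated RON2 peptide at 25 nM; detection used donor plus acceptor beads, 10 µg/mL apiece, read by AlphaScreen after 30 min at room temperature.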
* hit, by the source's call; & = joins results of further samples; [ ] = remark or other dose. Unless noted, calls follow the shape of the dose curve; as a rule, active = well fitted curve in the direction sought with a large enough effect; inconclusive = small, poorly fitted or top-dose-only effect, or another doubt; inactive = no such curve, though single readings can be large; an effect the other way counts as inactive or inconclusive. Unless noted, % is scaled to controls: 0 for no effect and ±100 for the full control effect.

Results for CCn1c(CNc2ccc(C)cc2)nnc1SCC(N)=O ?
AmpC detergent: inconclusive; Sm TGR block: -8%; HCMV antiviral: 25; AmpC no deterg: -14%; FBPA Giardia inh: -10%; AMA1 RON2 block: 3%

What do the screens show for `Cn1c(SCC(N)=O)nnc1C1CCN(S(=O)(=O)c2ccccc2C(F)(F)F)CC1`?
AmpC detergent: 3%; Sm TGR block: 2%; HCMV antiviral: -19; AmpC no deterg: -4%; FBPA Giardia inh: 5%; AMA1 RON2 block: 44%[activator]

Results for CCc1ccc(NC(=O)CSc2ccccn2)cc1 ?
AmpC detergent: 7%; Sm TGR block: 5%; HCMV antiviral: inconclusive; AmpC no deterg: -15%; FBPA Giardia inh: -8%; AMA1 RON2 block: -11%

How did O=c1cc(O)nc[nH]1 do in these assays?
AmpC detergent: -19%; Sm TGR block: -3%; HCMV antiviral: -31; AmpC no deterg: -2%; FBPA Giardia inh: 4%; AMA1 RON2 block: 9%

What do the screens show for `CSc1ccc(Cl)c(C(=O)NCCOc2cc(C)ccc2C(C)C)c1`?
AmpC detergent: inconclusive; Sm TGR block: 7%; HCMV antiviral: -22; AmpC no deterg: -37%; FBPA Giardia inh: -3%; AMA1 RON2 block: 15%

What do the screens show for `CCn1cc(C(=O)N2CCN(c3ccc(C)cc3)C(C)C2)c(=O)c2cc(S(=O)(=O)N3CCCC3)ccc21` (stereo unspecified)?
AmpC detergent: -1%; Sm TGR block: -3%; HCMV antiviral: -9

How did CCCc1ccc(-c2cc(C(=O)N3CCN(c4ccccn4)CC3)c3ccccc3n2)cc1 do in these assays?
AmpC detergent: 3%; Sm TGR block: -22%; HCMV antiviral: -64*; AmpC no deterg: -5%; FBPA Giardia inh: 0%; AMA1 RON2 block: -4%

What do the screens show for `COc1ccccc1CNC(=O)CN(c1ccc(C)cc1)S(=O)(=O)c1c(C)noc1C`?
AmpC detergent: -13%&-4%; Sm TGR block: 9%&1%; HCMV antiviral: 0&-1; AmpC no deterg: 40%; FBPA Giardia inh: 13%; AMA1 RON2 block: -3%

What do the screens show for `CCn1c(SCC(=O)Nc2nc3ccc(C)cc3s2)nc2c(c1=O)SC(C)C2` (stereo unspecified)?
AmpC detergent: -1%; Sm TGR block: 19%; AmpC no deterg: -32%; FBPA Giardia inh: 1%; AMA1 RON2 block: -15%

Results for CC(C)c1ccc(/C=C/C(=O)O)cc1 ?
AmpC detergent: 3%; Sm TGR block: -5%; HCMV antiviral: -12; AmpC no deterg: -18%; FBPA Giardia inh: 4%; AMA1 RON2 block: -12%

What do the screens show for `CCC(CC)C(=O)N(c1ccc(F)cc1)C1C=CS(=O)(=O)C1` (stereo unspecified)?
AmpC detergent: 0%; Sm TGR block: 3%; HCMV antiviral: 2; AmpC no deterg: 10%; FBPA Giardia inh: 0%; AMA1 RON2 block: -11%

What do the screens show for `CC1(C)CC(=O)C(Br)=C(O)C1`?
AmpC detergent: -2%; Sm TGR block: -16%; HCMV antiviral: -15; AmpC no deterg: -7%[2.29 µM]; FBPA Giardia inh: 1%; AMA1 RON2 block: -6%

Four compounds out of the list, ordered by SMILES length, lowest first:
How did O=c1cc(O)nc[nH]1 do in these assays?
AmpC detergent: -19%; Sm TGR block: -3%; HCMV antiviral: -31; AmpC no deterg: -2%; FBPA Giardia inh: 4%; AMA1 RON2 block: 9%

Results for CC(C)c1ccc(/C=C/C(=O)O)cc1 ?
AmpC detergent: 3%; Sm TGR block: -5%; HCMV antiviral: -12; AmpC no deterg: -18%; FBPA Giardia inh: 4%; AMA1 RON2 block: -12%

What do the screens show for `COc1ccccc1CNC(=O)CN(c1ccc(C)cc1)S(=O)(=O)c1c(C)noc1C`?
AmpC detergent: -13%&-4%; Sm TGR block: 9%&1%; HCMV antiviral: 0&-1; AmpC no deterg: 40%; FBPA Giardia inh: 13%; AMA1 RON2 block: -3%

What do the screens show for `Cn1c(SCC(N)=O)nnc1C1CCN(S(=O)(=O)c2ccccc2C(F)(F)F)CC1`?
AmpC detergent: 3%; Sm TGR block: 2%; HCMV antiviral: -19; AmpC no deterg: -4%; FBPA Giardia inh: 5%; AMA1 RON2 block: 44%[activator]

(listing goes on)
What do the screens show for `Cc1ccc2ncnc(-c3ccccc3)c2c1`?
AmpC detergent: 1%; Sm TGR block: -12%; HCMV antiviral: -37; AmpC no deterg: -5%; FBPA Giardia inh: -3%; AMA1 RON2 block: -3%

What do the screens show for `Cc1ccc(Cl)cc1N1CCN(C(=O)c2cc(S(=O)(=O)N3CCCCCC3)cn2C)CC1`?
AmpC detergent: 0%; Sm TGR block: 2%; HCMV antiviral: -9

How did CCCCCC(=O)N1CC2(CC(c3cccc(NC(=O)COc4ccc(Cl)cc4)c3)=NO2)C[C@@H]1C(N)=O (stereo partly specified) do in these assays?
AmpC detergent: -1%; Sm TGR block: 1%; HCMV antiviral: -17; AmpC no deterg: 113%[activator]; FBPA Giardia inh: 3%; AMA1 RON2 block: 5%

What do the screens show for `CCN(CC)C(=S)NC(=O)c1ccc(F)cc1`?
AmpC detergent: -3%; Sm TGR block: 0%; HCMV antiviral: -15; AmpC no deterg: -5%; FBPA Giardia inh: inconclusive; AMA1 RON2 block: 57%[activator]

How did Cc1cccc(CN2CCC(C(=O)Nc3ccc(Oc4cccnc4)cc3)CC2)c1 do in these assays?
AmpC detergent: -4%; Sm TGR block: 0%; HCMV antiviral: -25; AmpC no deterg: 15%; FBPA Giardia inh: -8%; AMA1 RON2 block: -2%

What do the screens show for `Cc1ccc(OCCSc2nc(-c3ccccc3C)nc3cc(=O)[nH]n23)cc1Cl`?
AmpC detergent: 8%; Sm TGR block: 11%; HCMV antiviral: 2

How did Cc1noc(C)c1COC(=O)/C=C/c1ccccc1Cl do in these assays?
AmpC detergent: 2%; Sm TGR block: 8%; HCMV antiviral: 67; AmpC no deterg: 1%; FBPA Giardia inh: 11%; AMA1 RON2 block: 25%

How did CN(C(=O)c1ccc2c(c1)C(=O)N(CCC1=CCCCC1)C2=O)C1CCCCC1 do in these assays?
AmpC detergent: 8%; Sm TGR block: -6%; HCMV antiviral: 39; AmpC no deterg: 56%; FBPA Giardia inh: -6%; AMA1 RON2 block: -2%

How did COc1ccc(NC(=O)c2cnc(C)cn2)c2ncccc12 do in these assays?
AmpC detergent: -8%; Sm TGR block: 5%[11.4 µM]; AmpC no deterg: -18%; FBPA Giardia inh: 9%

What do the screens show for `Cc1nc(-c2ccc([N+](=O)[O-])cc2)c(-c2ccccc2)o1`?
AmpC detergent: -10%; Sm TGR block: -29%; HCMV antiviral: -90*; AmpC no deterg: -5%; FBPA Giardia inh: 6%; AMA1 RON2 block: inconclusive

What do the screens show for `CC(=O)c1c(C)nc2ccccc2c1N`?
AmpC detergent: inconclusive; Sm TGR block: -7%; HCMV antiviral: -23; AmpC no deterg: -8%; FBPA Giardia inh: 1%; AMA1 RON2 block: -7%

Results for O=C(O)CCCNC(=O)/C(=C\C=C\c1ccccc1)NC(=O)c1ccccc1Cl ?
AmpC detergent: -12%; Sm TGR block: 40µM*; HCMV antiviral: -23; AmpC no deterg: -11%; FBPA Giardia inh: -3%; AMA1 RON2 block: -2%

Results for CCOC(=O)Cc1csc(NC(=O)c2c(O)c3ccccc3n(CC(C)C)c2=O)n1 ?
AmpC detergent: 1%; Sm TGR block: -1%; HCMV antiviral: -29; AmpC no deterg: -15%; FBPA Giardia inh: 4%; AMA1 RON2 block: -3%

How did Cc1ccccc1OCC(O)Cn1c(N2CCCCC2)nc2c1c(=O)[nH]c(=O)n2C (stereo unspecified) do in these assays?
AmpC detergent: 7%; Sm TGR block: -7%; HCMV antiviral: 17; AmpC no deterg: 57%; FBPA Giardia inh: 9%; AMA1 RON2 block: 2%

What do the screens show for `CCC1CCc2c(sc(NC(C)=O)c2C#N)C1` (stereo unspecified)?
AmpC detergent: inconclusive; Sm TGR block: -11%; HCMV antiviral: 41; AmpC no deterg: -13%; FBPA Giardia inh: -5%; AMA1 RON2 block: -9%

Results for CC(=O)N1N=C(c2ccc(C)o2)CC1c1cccc(F)c1 (stereo unspecified) ?
AmpC detergent: -6%; HCMV antiviral: -35; AmpC no deterg: 1%; FBPA Giardia inh: -5%; AMA1 RON2 block: -2%

How did S=C(NCCc1ccccn1)Nc1ccc(Cl)cc1 do in these assays?
AmpC detergent: inconclusive; Sm TGR block: -7%; HCMV antiviral: -78*; AmpC no deterg: -17%; FBPA Giardia inh: 2%; AMA1 RON2 block: 39%[activator]

How did COc1ccccc1CNC(=O)C1CCCN(S(=O)(=O)c2cccs2)C1 (stereo unspecified) do in these assays?
AmpC detergent: -5%; Sm TGR block: -11%; HCMV antiviral: -5; AmpC no deterg: -16%; FBPA Giardia inh: -5%; AMA1 RON2 block: -22%

What do the screens show for `Cc1ccc(CSc2nc3nc(C)cc(C)c3c(=O)[nH]2)cc1`?
AmpC detergent: 1%; Sm TGR block: 6%; HCMV antiviral: -13; AmpC no deterg: inconclusive; FBPA Giardia inh: -1%; AMA1 RON2 block: -5%

Results for CCc1ccc(NC2=CC(=O)CC(C)(C)C2)cc1 ?
AmpC detergent: 2%; Sm TGR block: 7%; HCMV antiviral: -9; AmpC no deterg: -14%; FBPA Giardia inh: 2%; AMA1 RON2 block: -5%

How did COc1ccccc1/C=C1\SC(=S)N(CCC(=O)NCCCn2ccnc2)C1=O do in these assays?
AmpC detergent: 5%; Sm TGR block: 1%; HCMV antiviral: inconclusive; AmpC no deterg: 140%[activator]; AMA1 RON2 block: 6%

What do the screens show for `COc1ccc(NC2CC(=O)N(CCc3ccccc3)C2=O)cc1` (stereo unspecified)?
AmpC detergent: inconclusive; Sm TGR block: -26%; HCMV antiviral: 20; AmpC no deterg: -38%; FBPA Giardia inh: -6%; AMA1 RON2 block: -9%

Results for Cn1cc(Br)cc2nc(C(F)(F)F)nc1-2 ?
AmpC detergent: -11%; Sm TGR block: 3%; HCMV antiviral: 16; AmpC no deterg: -12%; FBPA Giardia inh: -8%; AMA1 RON2 block: -5%

Results for O=C(O)Cc1ccc(NC(=O)C2CCCCC2C(=O)O)cc1 (stereo unspecified) ?
AmpC detergent: 1%; Sm TGR block: 4%; HCMV antiviral: 23; AmpC no deterg: -6%; FBPA Giardia inh: 1%; AMA1 RON2 block: 12%

What do the screens show for `Cc1ccc2nc(N3CCN(Cc4nnnn4C4CCCC4)CC3)c(C#N)cc2c1`?
AmpC detergent: 9%; Sm TGR block: -31%; HCMV antiviral: -13; AmpC no deterg: -10%; FBPA Giardia inh: 0%; AMA1 RON2 block: 6%

How did Cc1cccc(OCC(=O)Nc2ccc3c(c2)nc(CN2CCCCC2)n3C)c1 do in these assays?
AmpC detergent: 8%&21%; Sm TGR block: 9%&4%; HCMV antiviral: inconclusive; AmpC no deterg: 22%; FBPA Giardia inh: -12%; AMA1 RON2 block: 3%

Screening data deposited in PubChem BioAssay by National Center for Advancing Translational Sciences (NCATS).
